Avidin fluor = compound fluoresces at 488/530 nm on avidin beads. compound fluorescence 488/530 nm, flow cytometry; hits give high values. actives 0.38% (n = 220,000). fluorescence (KMESF) at 10 µM; in the data active means fluorescence above about 47; further: inactives centre near 10
Mcl1 Bid PPI = Mcl-1/Bid interaction inhibition. AID 1021. inhibition, % at 21.7 µM. Q07820. actives 0.97% (n = 220,000). TR-FRET Mcl-1/Bid-Dy647 peptide binding, 1536-well;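 active means compounds that cut the binding signal by more than half at the single screening dose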;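 further: His-tagged Mcl-1 with europium anti-His antibody binding Bid BH3 peptide; 0% = Mcl-1 plus peptide wells and 100% = peptide-only wells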
Target sequence (Q07820 whole entry, looked up): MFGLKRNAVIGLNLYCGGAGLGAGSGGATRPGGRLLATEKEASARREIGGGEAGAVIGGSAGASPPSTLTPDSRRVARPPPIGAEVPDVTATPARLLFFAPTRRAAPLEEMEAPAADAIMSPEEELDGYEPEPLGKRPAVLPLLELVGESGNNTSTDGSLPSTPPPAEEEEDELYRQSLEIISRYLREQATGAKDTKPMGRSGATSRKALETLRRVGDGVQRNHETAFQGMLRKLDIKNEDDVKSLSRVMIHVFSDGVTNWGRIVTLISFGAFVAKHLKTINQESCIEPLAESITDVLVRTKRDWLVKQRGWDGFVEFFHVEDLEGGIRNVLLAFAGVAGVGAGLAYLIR
Rac1 wt GTP bind = modulators of human Rac1 wildtype GTP binding | P63000 | GST-Rac1 beads, fluorescent GTP binding, flow cytometry; actives lie on both sides; 0 = cold GTP competed, 100 = untreated | AID 757 | GTP binding activity (% of control), % at 10 µM | actives 0.27% (n = 190,000);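 active means GTP binding activity at least 20 points away from the 100% control level, either lower or higher; inconclusive means compound flagged as likely green fluorescent, judged across all proteins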
Rab7 wt GTP bind = alters GTP binding to wildtype dog Rab7; GTP binding activity (percent of control), % at 10 µM; GST-Rab7 beads, fluorescent GTP binding, flow cytometry; actives lie on both sides; untreated = 100%, excess cold GTP = 0%; AID 758; actives 0.055% (n = 190,000);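 active means fluorescent GTP binding to Rab7 beads changed by at least 20 points from the 100% baseline, either direction, mostly lower; inconclusive means compound itself probably fluorescent, or too few beads counted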;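 further: median green fluorescence of bound Bodipy-FL-GTP per Rab7 bead population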
GSH fluor = GSH bead compound fluorescence profile | GSH beads flow cytometry, compound fluorescence 488/530 nm; hits give high values | fluorescence (KMESF) at 10 µM | actives 0.25% (n = 190,000); in the data active means fluorescence above about 89;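 further: glutathione beads carrying GST-tagged Bcl family fusion proteins plus one bare bead set; values are compound well signal with DMSO vehicle wells as background; inactives centre near 16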
Mcl1-Noxa inh = disrupts binding of human Mcl-1 to Noxa peptide | TR-FRET Mcl-1/Noxa peptide binding, 2 h | inhibition, % at 21.7 µM | actives 1.5% (n = 220,000);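 active means compounds that cut the protein-peptide binding signal by more than 50% relative to plate controls in a single-dose test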;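 further: His-tagged Mcl-1 with rhodamine Noxa BH3 peptide and terbium anti-His antibody; 0% = Mcl-1 plus Noxa peptide wells and 100% = peptide-only wells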
Pf gametocyte = kills late stage P. falciparum gametocytes; AID 743093; P. falciparum stage V gametocytes, ATP luminescence, 24 h; actives 0.065% (n = 150,000); inhibition, % at 10.9 µM;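 active means inhibition above the mean plus 3 SD of compounds within the control limits, set per campaign, cut at about 38% in these data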;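 further: 0% = DMSO wells and 100% = medium only without gametocytes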
Rab2 wt GTP = changes GTP binding to wildtype dog Rab2A, up or down; P61105; GST-Rab2 wt beads, Bodipy-GTP binding, flow cytometry; GTP binding activity, % at 10 µM; actives 0.19% (n = 190,000); AID 760;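 active means GTP binding activity at least 20 points away from 100%, either lowered or raised; inconclusive means signal likely due to the compound's own green fluorescence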;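 further: 0% = beads with excess unlabeled GTP and 100% = no-compound control corrected for plate trend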
Cdc42 wt GTP = human Cdc42 wildtype GTP binding change, either direction; P60953; GST-Cdc42 beads, Bodipy-GTP binding, flow cytometry; actives lie on both sides; AID 761; actives 0.2% (n = 190,000); percent activity (GTP binding), % at 10 µM;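 active means percent activity GTP binding at least 20 points away from the 100% baseline, either down as inhibitor or up as activator; inconclusive means compound flagged as likely green fluorescent from well-wide comparison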;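 further: median bead fluorescence of bound Bodipy-FL-GTP at 100 nM; 0% = excess unlabeled GTP control and 100% = no compound control; below 100% means less GTP binding so inhibitor and above means activator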
Target sequence (P60953 whole entry, looked up): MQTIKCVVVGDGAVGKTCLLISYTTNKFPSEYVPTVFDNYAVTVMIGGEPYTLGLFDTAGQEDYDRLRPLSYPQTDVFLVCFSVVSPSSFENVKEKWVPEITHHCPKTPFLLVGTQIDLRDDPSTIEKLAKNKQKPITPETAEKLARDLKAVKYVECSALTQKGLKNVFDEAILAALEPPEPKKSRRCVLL
Rac1 act GTP bind = alters GTP binding to activated mutant human Rac1 | P63000 | GST-Rac1 activated beads, fluorescent GTP binding, flow cytometry; actives lie on both sides; 100% means binding = to untreated wells | percent activity (GTP binding), % at 10 µM | actives 0.11% (n = 190,000) | AID 764;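 active means GTP binding at least 20 percentage points away from the 100% baseline, in either direction, so actives lie on both sides; inconclusive means Compound likely fluorescent itself, or too few beads counted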
HRas wt GTP bind = changes GTP binding to wildtype human HRas; GTP binding activity, % at 10 µM; P01112; actives 0.14% (n = 190,000); GST-Ras wt beads, Bodipy-FL-GTP binding, flow cytometry; actives lie on both sides;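 active means GTP binding activity at least 20% away from the 100% baseline, either lowered as inhibitor or raised as activator; inconclusive means flagged as likely green fluorescent, judged across all proteins in the well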;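 further: 0% = unlabeled GTP competition control and 100% = no-compound control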
Target sequence (P01112 whole entry, looked up): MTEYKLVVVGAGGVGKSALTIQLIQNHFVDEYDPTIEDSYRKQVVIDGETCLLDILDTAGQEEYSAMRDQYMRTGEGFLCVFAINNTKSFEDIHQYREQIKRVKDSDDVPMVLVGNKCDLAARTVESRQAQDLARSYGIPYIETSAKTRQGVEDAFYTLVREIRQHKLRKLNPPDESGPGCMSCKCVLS
Numbers without * were called inactive; u = inconclusive; x = no result given. Rows were taken by chance. Share with any hit: about 3%.

SMILES	Cdc42 wt GTP	Mcl1-Noxa inh	Rac1 wt GTP bind	Pf gametocyte	Mcl1 Bid PPI	Avidin fluor	Rab7 wt GTP bind	HRas wt GTP bind	GSH fluor	Rac1 act GTP bind	Rab2 wt GTP
CC(C)(C)c1cc(Cl)c(O)c(NC(=S)NC(=O)c2cccnc2)c1	96.0	-51.2	107.0	-12.0	-81.2	12	93.0	91.0	10	95.0	92.0
CSc1nc(C)c(Oc2ccccc2)c(=O)n1C	104.0	4.9	105.0	x	-1.3	17	102.0	103.0	24	104.0	101.0
CCn1c(O)c(N=NC(=O)CNc2cccc(C)c2)c2ccccc21	96.0	17.7	92.0	x	-50.2	7	94.0	93.0	16	94.0	93.0
COc1ccc(N2CCN(C(=O)CCS(=O)(=O)c3ccc(OC)cc3)CC2)cc1	99.0	-21.2	102.0	x	-14.0	5	101.0	101.0	15	99.0	101.0
CCOCCCn1c(=S)[nH]c2cc(C(=O)NCCN(CC)CC)ccc2c1=O	103.0	31.5	104.0	-29.0	-18.9	12	102.0	100.0	23	99.0	102.0
COc1cc(C)c(Cl)cc1S(=O)(=O)NCc1ccncc1	106.0	-2.0	103.0	x	-7.3	7	103.0	104.0	17	99.0	107.0
CC1CCN(c2ncnc3c2cnn3-c2ccccc2)CC1	97.0	21.8	93.0	x	-4.5	7	97.0	97.0	18	95.0	97.0
O=C(c1ccccc1)N1CCN(CC(O)COC2CCCCC2)CC1 (centres undefined)	101.0	3.2	104.0	3.2	11.5	10	99.0	98.0	11	96.0	99.0
CCCc1nc(N2CCOCC2)c(C#N)c2c1CCCC2	101.0	10.4	102.0	x	1.8	34	101.0	101.0	10	100.0	101.0
O=c1c2cc(Cl)ccc2oc2nc3n(c(=O)c12)CCCS3	88.0	33.2	88.0	x	23.3	43	95.0	88.0	10	91.0	87.0
Cc1n[nH]c(=S)n1/N=C/c1ccc(-c2ccccc2[N+](=O)[O-])o1	98.0	2.5	95.0	-67.0	-41.8	8	96.0	100.0	15	95.0	98.0
Cc1nnc(SCC(=O)N2CCN(C(=O)c3ccco3)CC2)n1-c1ccccc1	100.0	0.3	95.0	-6.9	-4.3	8	94.0	96.0	16	96.0	99.0
O=C(Cc1ccc(F)cc1)Nc1cccc2cccnc12	96.0	2.7	96.0	-20.1	4.0	13	99.0	96.0	16	95.0	95.0
CC(C)Cc1cc(C(=O)Nc2cc(Cl)ccc2Cl)no1	102.0	0.0	107.0	x	-13.9	6	100.0	101.0	19	100.0	98.0
CCN(CC)CCCNC(=O)Cn1cnc2ccc(S(=O)(=O)N3CCC(C)CC3)cc2c1=O	104.0	0.2	105.0	-4.0	-1.8	9	107.0	101.0	22	98.0	104.0
CC(O)(C#CCN1CCCCCC1)c1ccccc1 (centres undefined)	96.0	22.9	101.0	x	-5.2	9	100.0	100.0	29	98.0	97.0
CCOC(=O)c1ccccc1NC(=O)N1CCn2c(C)ccc2C1CC (centres undefined)	98.0	-2.6	94.0	x	-59.7	28	94.0	98.0	50	95.0	97.0
CC(=O)c1c(C)[nH]c(C(=O)NC(C)c2ccccc2)c1C (centres undefined)	98.0	9.9	99.0	10.3	-24.0	12	106.0	98.0	15	96.0	102.0
Cc1cc(C)c(S(=O)(=O)NC(CC(=O)O)c2cccc([N+](=O)[O-])c2)c(C)c1 (centres undefined)	101.0	4.7	109.0	2.3	-27.9	5	96.0	102.0	13	97.0	99.0
O=C(NC(Cc1ccccc1)C(=O)O)/C(=C\c1ccc(Cl)cc1)NC(=O)c1ccccc1 (centres undefined)	96.0	6.6	98.0	-9.8	-9.4	9	95.0	99.0	14	93.0	98.0
CCNc1oc(-c2ccc(OC)cc2)nc1S(=O)(=O)c1ccc(Br)cc1	100.0	11.2	99.0	x	-35.2	9	96.0	98.0	16	97.0	98.0
NNC(=O)CNc1cccc(Cl)c1	94.0	-0.1	98.0	1.7	-57.3	11	96.0	94.0	11	93.0	94.0
Fc1ccc(CNc2ccc(CNc3ncn[nH]3)cc2)cc1	98.0	-7.6	102.0	x	-10.4	12	101.0	98.0	14	97.0	98.0
N#C/C(=C\c1cn(-c2ccccc2)nc1-c1cccnc1)c1nnc2n1CCCCC2	104.0	4.5	105.0	4.5	15.1	4	99.0	103.0	38	101.0	102.0
Cc1cc(C)n2nc(NCc3cccc(Br)c3)nc2n1	100.0	x	98.0	-0.6	x	7	96.0	99.0	33	98.0	99.0
CS(=O)(=O)c1ccc(C(=O)NC2CCCCC2)cc1	105.0	1.1	104.0	x	-1.8	13	100.0	102.0	11	100.0	102.0
N#C/C(C(=O)NCc1ccco1)=C1/SC(Cc2ccc(Cl)cc2)C(=O)N1c1ccccc1 (centres undefined)	100.0	3.2	104.0	-12.4	-10.7	19	97.0	99.0	9	98.0	100.0
CCOC(=O)c1sc(=NC(=O)c2cccs2)n(C)c1C	96.0	2.4	101.0	-7.0	0.5	28	104.0	98.0	8	96.0	101.0
COC(=O)c1cn(NC(=O)CC2CCCCC2)c(=O)c2ccccc12	103.0	1.4	103.0	x	-12.2	5	100.0	100.0	37	99.0	100.0
CNC(=O)N1c2ccccc2NC(=O)CC1C (centres undefined)	99.0	11.0	99.0	3.9	-27.4	8	98.0	100.0	12	93.0	102.0
COc1ccccc1CC(=O)Nc1cc2oc3ccccc3c2cc1OC	102.0	2.5	110.0	x	6.3	26	100.0	100.0	53	101.0	100.0
COc1ccc(OC)c(NC(=O)C2CCCN(S(=O)(=O)c3cccc4cccnc34)C2)c1 (centres undefined)	98.0	14.4	100.0	x	-16.2	5	96.0	97.0	23	98.0	98.0
CC1(C)CN(O)CCN1O	101.0	2.5	104.0	4.4	-67.8	4	100.0	102.0	11	101.0	103.0
CCCC(=O)NC(=S)Nc1ccccc1C(=O)OC	99.0	-6.4	97.0	10.3	-53.5	32	100.0	100.0	9	97.0	99.0
Cc1nc2ccc(S(=O)(=O)NC(C(=O)N3CCCCCC3)C(C)C)cc2s1 (centres undefined)	101.0	0.2	105.0	x	-24.0	5	103.0	101.0	25	98.0	99.0
CCc1ccc(-c2cc(C(F)(F)F)n3nc(C(=O)Nc4c(C)nn(Cc5ccccc5C)c4C)cc3n2)s1	96.0	10.5	97.0	x	-17.0	10	98.0	96.0	11	94.0	97.0
Cc1cc(C)nc(SCc2ccc(C(=O)N/N=C/c3ccccn3)cc2)n1	94.0	-9.4	95.0	-1.7	-22.5	19	96.0	94.0	7	95.0	96.0
COc1ccccc1NS(=O)(=O)c1ccc(NC(=O)Cc2cccs2)cc1	99.0	-7.1	101.0	x	-80.2	3	99.0	100.0	8	100.0	99.0
O=C(NCCNc1ccc([N+](=O)[O-])cc1)c1ccc(Cl)cc1	92.0	4.8	94.0	-6.5	-7.0	8	97.0	93.0	25	92.0	94.0
CS/C(=C\[N+](=O)[O-])Nc1ccccc1	99.0	5.3	99.0	x	-22.2	12	96.0	99.0	31	95.0	97.0
Cc1cc(C)nc(SCC(=O)Nc2ccc(N3CCOCC3)cc2)n1	103.0	6.7	103.0	x	-23.3	9	103.0	103.0	50	100.0	104.0
CCCC(=O)NCCc1nc2ccccc2n1C	100.0	6.9	102.0	x	-17.9	10	99.0	100.0	10	97.0	98.0
C=C(C)CSc1nncn1/N=C/c1ccc(OC)cc1	93.0	4.3	97.0	x	-10.2	23	94.0	95.0	18	92.0	93.0
O=C(Nc1nccs1)c1ccc(NC(=O)C2CC=CCC2C(=O)O)cc1 (centres undefined)	90.0	12.0	84.0	23.5	-10.8	10	93.0	89.0	17	92.0	89.0
CCCn1c(/C=C/c2ccco2)nc2ccccc21	97.0	30.5	97.0	-21.2	-33.8	11	102.0	99.0	13	101.0	101.0
COc1cc2ncnc(NCc3ccc(C)cc3)c2cc1OC	98.0	-5.3	101.0	28.4	-11.1	10	97.0	98.0	31	99.0	96.0
C#CCOCCOCCOCCNc1nc(N2CCN(C(=O)[C@H](Cc3ccc(O)cc3)n3cc([C@@H](N)C(C)CC)nn3)CC2)nc(N2CCN(C(=O)[C@H](CCCCN)n3cc([C@@H](N)CO)nn3)CC2)n1 (some centres undefined)	97.0	45.1	99.0	x	50.2	6	98.0	97.0	20	96.0	96.0
COc1cccc(NC(=O)c2ccc(S(=O)(=O)N(C)C)cc2)c1	97.0	8.1	104.0	18.0	6.3	24	105.0	100.0	11	93.0	98.0
Cc1nnsc1C(=O)Nc1cccc(Cl)c1C	96.0	-4.8	98.0	0.6	-30.1	8	91.0	95.0	24	93.0	95.0
COc1ccc(C)cc1NC(=O)C(NC(=O)c1cc(OC)c(OC)c(OC)c1)C(C)C (centres undefined)	u	15.9	u	-5.3	1.5	14	u	u	12	u	u

Next section
SMILES	Cdc42 wt GTP	Mcl1-Noxa inh	Rac1 wt GTP bind	Pf gametocyte	Mcl1 Bid PPI	Avidin fluor	Rab7 wt GTP bind	HRas wt GTP bind	GSH fluor	Rac1 act GTP bind	Rab2 wt GTP
CCOC(=O)c1ccc(NC(=O)CC2C(=O)N(c3cccc(OC)c3)C(=O)N2CCOC)cc1 (centres undefined)	99.0	16.5	101.0	-2.4	-9.9	15	99.0	100.0	44	99.0	100.0
Cc1c(C(=O)/C=C/c2cccs2)oc2ccc(F)cc12	106.0	25.5	106.0	11.9	-0.4	5	103.0	105.0	56	102.0	105.0
Cc1ccc(-c2noc(CSc3nnc(Cc4ccccc4)n3-c3ccc(Cl)cc3)n2)cc1	92.0	1.6	97.0	x	-22.4	12	96.0	97.0	32	94.0	96.0
CCc1cc2c(cc3c(=O)n(CC(=O)NCCCN(CC)CC)nc(CC)n32)s1	100.0	6.5	101.0	x	-19.7	36	96.0	99.0	20	99.0	98.0
O=C(OC1CCN(c2ncc(C(F)(F)F)cc2Cl)CC1)c1ccccc1	94.0	3.2	97.0	-5.4	-16.0	39	92.0	97.0	8	96.0	93.0
CCOC(=O)c1c(/N=C/N(C)C)sc(C(=O)OC)c1C	100.0	-4.9	103.0	-21.6	-0.7	6	102.0	101.0	32	100.0	101.0
CC1CN(C(NC(=O)c2ccccc2)C(Cl)(Cl)Cl)CC(C)O1 (centres undefined)	95.0	-4.3	97.0	-9.1	-19.1	4	99.0	95.0	11	91.0	99.0
O=C(c1ccco1)c1cn(CC(=O)N2CCCC2)c2ccccc12	95.0	9.0	98.0	8.0	-9.1	7	97.0	95.0	17	96.0	97.0
COCc1cc(=O)n2[nH]c(SC)nc2n1	102.0	8.4	103.0	10.0	15.2	6	105.0	103.0	53	100.0	105.0

From PubChem
